hK5 inh – inhibitors of human kallikrein 5. inhibition, % at 5 µM. 210,000 compounds, 0.59% hits. recombinant hK5, fluorogenic AMC substrate cleavage. Q9Y337. AID 873;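 active = inhibition of 40% or more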;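 also: 0% = enzyme controls without compound and 100% = no-enzyme blanks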
Target sequence (Q9Y337 67-293 limits assumed): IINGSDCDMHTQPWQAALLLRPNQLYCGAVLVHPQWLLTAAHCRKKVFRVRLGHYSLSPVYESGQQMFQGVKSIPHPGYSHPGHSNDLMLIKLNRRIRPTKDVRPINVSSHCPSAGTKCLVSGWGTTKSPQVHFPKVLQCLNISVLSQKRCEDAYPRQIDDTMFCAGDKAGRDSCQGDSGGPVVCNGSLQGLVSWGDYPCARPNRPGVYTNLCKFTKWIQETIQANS
KCC2 mod – KCC2 (human) Cl- transport modulation; Q9H2X9; KCC2 cells, thallium flux FluoZin-2 fluorescence; B-score of Tl+ flux slope (higher = more flux/activation; lower = inhibition) at 10 µM; 190,000 compounds, 2.2% hits; AID 1456;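 active = thallium flux slope and its plate-corrected score both differing from the plate sample mean at a set confidence after two filtering rounds, in either direction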;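 also: slope of fluorescence scaled to starting intensity during 10 to 20 s after thallium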
thrombin 1536 – thrombin (human) inhibition. P00734. alpha-thrombin, Boc-VPR-AMC fluorogenic substrate cleavage. AID 1046. 220,000 compounds, 0.26% hits. inhibition, % at 5 µM;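 active = inhibition at or above 40%; inactive = inhibition below 40%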;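 also: 0% = enzyme with no compound and 100% = wells without enzyme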
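Material: Human alpha-thrombin protein | Buffer or medium: pH 7.5 Tris-saline with Tween 20 | Reagent: Boc-VPR-AMC substrate, 15 µM final | Schedule: Reaction at ambient temperature | Detection: AMC fluorescence at 355 nm excitation and 460 nm emission | Evaluation: Percent inhibition scaled between no-compound controls and no-enzyme blanks | Controls: no-compound enzyme wells and no-enzyme blanks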
p97 ATPase inh – human p97 ATPase inhibition; P55072; recombinant p97 ATPase, Kinase-Glo ATP luminescence, 3 h; inhibition, % at 8 µM; 220,000 compounds, 0.42% hits; AID 1481; in the data active = inhibition above about 15%;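 also: 0% = DMSO vehicle and 100% = wells lacking enzyme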
FXIIa inh 1536 – inhibitors of human coagulation factor XIIa. P00748. purified FXIIa, Boc-QGR-AMC fluorogenic substrate, 2 h. inhibition, % at 5 µM. 220,000 compounds, 0.3% hits. AID 800; in the data active = inhibition above about 40%;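 also: 0% = enzyme with no compound and 100% = blank without enzyme; many of its hits are not listed in these tables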
Wee1 degr inh – inhibitors of human Wee1 degradation; P30291; HeLa Luc-Wee1K328M stability, luciferase luminescence; 100% = proteasome inhibitor MG132 effect; reporter increase, % at 5 µM; 220,000 compounds, 1.2% hits; AID 1321;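 active = activation above the mean of all tested compounds plus 3 SD, set per screening run, cut at about 8.8% in these data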;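 also: cells exposed to compound for 20 h before luminescence read; 0% = DMSO alone and 100% = MG132 at 30 µM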
Target sequence (P30291 whole entry K328M): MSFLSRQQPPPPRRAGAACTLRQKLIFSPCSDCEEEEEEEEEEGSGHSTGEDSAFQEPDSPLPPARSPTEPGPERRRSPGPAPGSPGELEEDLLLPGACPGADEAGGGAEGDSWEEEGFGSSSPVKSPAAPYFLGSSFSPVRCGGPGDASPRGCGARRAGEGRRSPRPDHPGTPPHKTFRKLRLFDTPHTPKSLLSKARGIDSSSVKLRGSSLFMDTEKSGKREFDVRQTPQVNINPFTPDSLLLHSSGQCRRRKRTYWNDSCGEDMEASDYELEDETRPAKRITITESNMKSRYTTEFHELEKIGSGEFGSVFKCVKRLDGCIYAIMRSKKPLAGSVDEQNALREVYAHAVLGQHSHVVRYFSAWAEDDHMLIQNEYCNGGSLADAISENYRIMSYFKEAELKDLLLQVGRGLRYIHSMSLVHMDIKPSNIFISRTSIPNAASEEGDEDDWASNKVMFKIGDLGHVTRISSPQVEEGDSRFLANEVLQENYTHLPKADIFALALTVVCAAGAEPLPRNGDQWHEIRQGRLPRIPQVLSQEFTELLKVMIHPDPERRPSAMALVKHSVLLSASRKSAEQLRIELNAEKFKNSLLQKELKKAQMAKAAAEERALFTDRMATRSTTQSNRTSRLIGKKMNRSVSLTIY
FXIa inh 1536 – blocks human coagulation factor XIa protease activity; P03951; purified FXIa, Boc-Glu-Ala-Arg-AMC fluorogenic substrate; inhibition, % at 5 µM; 220,000 compounds, 0.14% hits; AID 798;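 active = inhibition of at least 40%; inactive = inhibition below 40%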;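 also: fluorescence of freed AMC excited at 355 nm; 0% = enzyme without compound and 100% = no enzyme blank; many of its hits are not listed in these tables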
PERK inhibitor – blocks human PERK kinase | Q9NZJ5 | 220,000 compounds, 0.17% hits | CHO PERK-DD fusion, SEAP luminescence translation reporter | inhibition, % at 5.6 µM;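 active = inhibition above the mean inhibition of all tested compounds plus 3 SD, set separately per screening campaign, cut at about 2.9% in these data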;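 also: PERK kinase domain activated by AP20187 dimerizer at 100 nM; 0% = DMSO with dimerizer and 100% = rapamycin at 8.4 µM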
Furin inh – human furin inhibition. purified furin, fluorogenic substrate cleavage. inhibition, % at 30 µM. 220,000 compounds, 0.061% hits; in the data active = inhibition above about 25%; also: inactives centre near -15
Numbers without * were called inactive; nt = not tested or not shown; [ ] = dose if it differs, or a comment. Compounds as they come; overall some 4.4% were active at least once.

cpd	SMILES	hK5 inh	KCC2 mod	thrombin 1536	p97 ATPase inh	FXIIa inh 1536	Wee1 degr inh	FXIa inh 1536	PERK inhibitor	Furin inh
1	COc1ccc(/C=N/Nc2nc(=O)[nH]nc2C)cc1[N+](=O)[O-]	-2	-0.18	-7	0	13	0	2	1.4	-15
2	C/C=C/C=[N+](\[O-])C(C)/C(=N/O)c1ccc(F)cc1 (stereo not drawn)	-20	nt	3	1	24	-1	1	1.0	-18
3	COc1ccc(NS(=O)(=O)c2cc(NC(=O)c3cc(F)c(F)c(F)c3F)ccc2N2CCCC2)cc1	-1	-0.096	-3	2	3	-1	-1	0.1	-22
4	COc1ccc(OC)c(Cc2nnc(CCC(=O)NC(C3CC3)C3CC3)o2)c1	-1	0.72	-9	0	8	-1	-5	0.0	-22
5	COc1cc(-n2c(C)nc3cc(C(=O)NCc4ccco4)ccc32)cc(OC)c1OC	11	nt	-1	1	10	1	19	0.2	-16
6	Cc1ccc(-c2csc(NC(=O)c3ccc(S(=O)(=O)N4CCc5ccccc54)cc3)n2)cc1	-9	3.3	-1	3	26	1	21	1.4	-1
7	CSc1ncccc1C(=O)OCC(=O)c1cccc(Br)c1	-4	0.21	-6	1	3	1	-9	0.7	-19
8	Nc1nc(Cl)cc(Sc2ccc3ccccc3c2)n1	-6	nt	4	4	10	3	2	0.3	-26[20 µM]
9	CC1CN(C(=O)COC(=O)c2ccc(N)c([N+](=O)[O-])c2)CC(C)O1 (stereo not drawn)	1	0.066	-5	-1	3	0	3	0.3	-1
10	COc1ccc(-c2nc3cccc(C)n3c2NCc2ccco2)cc1OC	-10	-0.78	0	0	12	0	6	-0.8	-55
11	CC(C)(C)c1ccc(C(=O)/C(C#N)=C/c2cccs2)cc1	14	-1.7	0	-3	4	0	7	0.6	-2
12	COc1ccc(Cc2nnc(SCC(=O)Nc3nc(C)cs3)o2)cc1	-6	-0.2	-1	3	21	0	3	0.1	-15[20 µM]
13	CCCOP(=O)(OCCC)c1nc(-c2ccccc2)oc1NCc1ccccc1	-15	-0.63	-2	-6	13	4	2	-1.3	-6
14	CCOC(=O)C1(Cc2cccc(OC)c2)CCN(Cc2cccn2-c2ccccn2)CC1	-4	nt	-8	-3	4	-2	-4	-1.1	-20
15	CCCCc1ccc(NC(=S)Nc2ccc(Nc3ccc(OC)cc3)cc2)cc1	-1	0.45	-5	8	11	1	1	0.8	-32
16	CC(=O)OC(C(=O)NC1CCCCC1)c1cccc(F)c1 (stereo not drawn)	3	0.36	-4	0	9	0	-1	1.4	-25
17	COc1ccc(N(CC(=O)Nc2cccc(SC)c2)S(C)(=O)=O)cc1Cl	4	-0.35	6	-3	15	1	20	-0.1	-7
18	O=c1[nH]cc(NCCNc2ncc(C(F)(F)F)cc2Cl)c(=O)[nH]1	-26	1.3	1	0	1	7	-8	1.8	-23
19	CC(C)Cc1cc(C(=O)N2CCC(N3CCC(C(=O)N4CCOCC4)CC3)CC2)n[nH]1	5	0.9	-12	-3	12	2	1	0.2	-4
20	Cc1cccc(Oc2ccccc2N)c1	6	0.017	2	6	18	-2	3	0.6	-15[20 µM]
21	c1ccc(COCCN2CCN(CCOCc3ccccc3)CC2)cc1	-1	-0.82	4	3	14	4	4	-0.5	-16[20 µM]
22	COCCOC(=O)C1=C(C)NC(=O)NC1C1CC=CCC1 (stereo not drawn)	7	nt	4	11	13	-1	5	0.8	-12
23	CN1CN(C)c2cccc3cccc1c23	-10	1.8	0	29*	3	-1	-2	-0.4	-20[20 µM]
24	C[C@@H]1C=C[C@](Cc2ccccc2)(C(=O)NCCc2c[nH]c3ccccc23)N1C(=O)c1ccccc1	-5	-0.6	3	5	12	-4	2	-0.9	-15
25	CCC(OC(=O)CC1Sc2ccccc2NC1=O)C(=O)NCC1CCCO1 (stereo not drawn)	-16	nt	2	3	14	0	3	-0.7	-19
26	O=C(CCc1nc2ccccc2s1)NCc1ccccc1F	-16	-0.5	4	1	6	-4	15	-0.2	-21
27	O=C(Nc1ccccc1)Nc1cccc2cccnc12	-17	-2.8	-2	1	4	-1	-6	0.3	-12
28	Cc1c(N=C2SCC(=O)N2/N=C/c2ccccc2Cl)c(=O)n(-c2ccccc2)n1C	-15	-0.65	-4	4	-1	-1	-15	-0.9	-10[20 µM]
29	COc1ccc(CCNC(=S)NC2CCN(Cc3ccccc3)CC2)cc1OC	-14	-1.6	5	1	8	2	-3	0.0	-14
30	COc1ccc(CCNS(=O)(=O)c2ccccc2)cc1OC	-33	-0.58	1	1	32	1	24	-0.2	-22[20 µM]
31	CC1CCN(c2ccc(C=O)o2)CC1	-9	0.028	-3	2	1	0	-5	1.7	-6
32	O=C(CN(C1CCCCC1)S(=O)(=O)c1ccccc1)N1CCCC1	-2	nt	-11	-5	16	0	17	-0.3	2[20 µM]
33	C/C(=N\NC(=O)CNc1cccc(C(F)(F)F)c1)c1cccs1	-7	0.58	-16	-6	2	2	-10	0.1	-19
34	Cc1cc(Br)ccc1OCC(=O)NNC(=O)c1ccc(NC(=O)C2CC2)cc1	-9	-0.87	-2	5	6	-2	-4	0.0	-12[20 µM]
35	CCC(=O)Nc1ccc(NC(=O)c2cccc(OC)c2)nc1	-25	-1	1	4	15	-2	6	0.1	-2[20 µM]
36	COc1cc(/C=C2/SC(=NCc3ccccc3)N(Cc3ccccc3)C2=O)ccc1O	-4	-0.27	4	1	15	0	8	0.1	-10[20 µM]
37	O=C1NC2CCCCC2NC1CC(=O)N1CCN(c2ccccc2)CC1 (stereo not drawn)	nt	nt	nt	2	nt	-2	nt	0.8	-16[20 µM]
38	COc1ccc(S(=O)(=O)N2CC(O)CC2C(=O)OCC(=O)Nc2ccc(Cl)cn2)cc1 (stereo not drawn)	-8	nt	2	-2	18	6	6	0.4	11
39	C=CCNC(=O)Nc1ccc(F)c(Cl)c1	3	-0.1	-3	1	10	2	-1	1.7	-26
40	CCOc1ccccc1NC(=O)c1cccc2c1C(=O)N(CCOC)C2	-8	-0.64	-3	-1	20	1	4	-0.2	-34
41	CCOC(=O)c1cc(CC)sc1NC(=O)c1ccc(N2CCOCC2)c([N+](=O)[O-])c1	-13	nt	5	5	13	-2	2	-0.4	-26
42	O=[N+]([O-])c1ccc(OCC(O)CNC2CCCC2)cc1 (stereo not drawn)	-2	-0.16	8	-5	5	-2	-4	0.3	-17
43	O=C(COc1ccccc1[N+](=O)[O-])NCc1cccnc1	8	-0.47	-6	1	-1	-1	-2	0.3	-19
44	CCCCCn1c(CNC(=O)CC)nc2ccccc21	-10	1.2	-1	-10	11	1	1	-1.0	-14
45	COc1ccc(C(=O)NCc2nnc(SCC(=O)N3CCCCC3)o2)cc1	-2	-0.06	-4	6	3	-2	-3	0.8	-13
46	CC(C)Oc1ccc(C2CC(=O)N(c3cccc(Br)c3)C2=O)cc1 (stereo not drawn)	-6	0.87	-13	-8	-1	2	-5	0.1	-4
47	Clc1ccc(Oc2nc(N3CCOCC3)nc(N3CCOCC3)n2)cc1	-19	7.6*	0	-6	14	0	5	0.0	-11[20 µM]
48	COc1cc(C)c(S(=O)(=O)N2CCN=C2c2ccccc2)cc1C	-12	-0.011	-6	5	9	3	3	-0.1	-12
49	CCCCCCC(=O)Cc1cc(OC)c(OC)cc1C=C(C(=O)OCC)C(=O)OCC	-8	0.045	0	-6	4	-3	-6	-0.7	-4
50	Cc1ccc(-c2nnn(CC(=O)N(CC3CCCO3)C(C(=O)NC3CCCCC3)c3ccc(F)cc3)n2)o1 (stereo not drawn)	-9	0.77	-5	0	12	-1	4	-0.2	-19[20 µM]
51	CN1C(=O)/C(=C/c2ccccc2Cl)Sc2ccc(C(=O)NCc3cccnc3)cc21	5	-1.6	-10	7	13	-3	4	0.4	-29
52	O=c1c2ccccc2[nH]c(=S)n1CCCN1CCOCC1	-18	0.9	4	-7	13	2	4	0.7	-23[20 µM]
53	O=C(COc1ccccc1)N1CCN(C(=O)c2cccc(F)c2)CC1	16	-0.00076	2	3	16	1	2	0.4	-20
54	O=C(Nc1ccncc1)c1c(F)cccc1F	2	0.58	-3	6	-11	-1	-7	0.2	4[20 µM]
55	Cc1ccc(S(=O)(=O)N2CCC(O)(c3cccnc3)CC2)cc1	6	-0.84	1	4	13	5	2	0.3	-13[20 µM]
56	Oc1ccc(-c2nnc(SCC3CCCCC3)o2)cc1	-26	-3	4	-10	14	7	-10	-0.1	-4

(list continues)
cpd	SMILES	hK5 inh	KCC2 mod	thrombin 1536	p97 ATPase inh	FXIIa inh 1536	Wee1 degr inh	FXIa inh 1536	PERK inhibitor	Furin inh
57	COc1ccc(NC(=O)c2cc([N+](=O)[O-])nn2Cc2ccccc2)c(C)c1	-2	1.3	-3	2	4	-2	7	-0.4	-21[20 µM]
58	Cc1cc(C(=O)N/N=C/c2cccn2C)no1	-2	1.3	1	4	7	7	11	0.3	-11
59	COc1cccc(N(CC(=O)N/N=C(\C)c2cccs2)S(C)(=O)=O)c1	-15	-0.041	-10	6	2	38*	0	0.5	5
60	CC(C)C(=O)Nc1ccccc1C(=O)OCC(=O)c1ccc2c(c1)OCCO2	10	-0.9	-7	-11	3	0	-12	-0.5	-12
61	Cc1cc(C)c2nc(N3CCC(C(=O)N4CCN(C(=O)c5ccco5)CC4)CC3)sc2c1	-14	-2.1	-6	-4	2	-3	-5	-1.5	-13[20 µM]
62	COc1cccc(N2C(=O)CC(Nc3ccc(N4CCOCC4)cc3)C2=O)c1 (stereo not drawn)	-4	1.4	-1	6	8	-2	1	1.3	-32
63	Cc1ccn2cc(CCNC(=O)C3CCCCC3)nc2c1	-3	nt	1	-2	16	-1	9	0.0	-13
64	Cc1cc(C)c(O)c(-c2cc(C(=O)Nc3ccc(S(=O)(=O)N4CCOCC4)cc3)[nH]n2)c1	-3	0.34	-7	0	-4	4	-1	-1.6	-8
65	COc1cc(C(=O)NC(=S)Nc2cccc3nc(C)ccc23)cc(OC)c1OC	-2	0.9	-9	6	5	-1	-1	-0.7	-18
66	Cc1nn(-c2ccccc2)c2[nH]c(=O)c(CNc3ccc(N4CCOCC4)cc3)cc12	-15	-0.77	-7	7	21	3	1	-0.2	-24
67	Cc1noc(C)c1CS(=O)(=O)c1ccc([N+](=O)[O-])cc1	nt	nt	-1	3	4	3	-1	0.7	-9
68	CC(C)(C)c1ccc(C(=O)N2CCN(CCNC(=O)C(=O)NCc3ccccc3)CC2)cc1	-4	0.016	18	-6	-2	-1	-5	-0.9	-11
69	CC12COC3(C(=O)Nc4ccc5ccccc5c4)CC1CCC32C (stereo not drawn)	-2	0.25	-6	4	nt	9.3*	-3	-0.4	-15
70	Cc1nc(SCC(=O)N2CC(=O)Nc3ccccc32)nc(C)c1C	1	0.06	1	5	4	-4	-1	1.4	-10
71	CC(C)=CCCC1=CCC2C(=O)NNC(=O)C2C1 (stereo not drawn)	-6	0.84	-2	1	6	1	1	0.5	-16[20 µM]
72	O=C(NNC(=S)NCc1ccco1)c1cccs1	-24	0.67	-1	4	17	3	19	1.6	-16
